KAT2A inh = qHTS Assay for Inhibitors of GCN5L2; Potency, µM (top dose mostly 58.9 µM), for the others: top-dose activity change, negative = inhibition, hits mostly inhibitors; GCN5L2 HAT assay, ThioGlo1 CoA-SH fluorescence; 0.21% of 390,000 active; AID 504327, 2011
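Free CoA generated was detected with ThioGlo1 (50uM) fluorescence at Ex340nm/Em540nm, read immediately and after 20 min at room temperature. Enzyme, 20 nM in HEPES pH 7.5 buffer, saw compounds 15 min before adding 75uM H3(1-25) peptide and 70uM acetyl-CoA.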
DT40 TDP1 CPT = qHTS for Inhibitors of human tyrosyl-DNA phosphodiesterase 1 (TDP1): qHTS in cells in presence of CPT. chicken DT40 Tdp1-/-;hTDP1 cells + 20 nM CPT, ATP luminescence, 48 h. Potency, µM (doses to about 46.2 µM), inactives show at the highest dose activity change, negative = growth inhibition, usual class: inhibitors. 12% of 420,000 active; note: nearly all actives have a fitted effect of over 55% in size
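Chicken DT40 Tdp1-/- cells stably complemented with human TDP1 were seeded at 400 cells/well in medium containing 20 nM camptothecin, exposed to pin-transferred compounds, and grown at 37 °C for at least 48 hr. Viability was read as ATP luminescence.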
FEN1 inhibitor = qHTS Assay for the Inhibitors of Human Flap endonuclease 1 (FEN1); Recombinant FEN1 flap cleavage, fluorescence, 15 min; 0.35% of 390,000 active; Potency, µM (doses to about 114 µM), for inactives: at the top dose activity change, negative = inhibition, actives largely listed as inhibitors; P39748; AID 588795, 2011; note: nearly all actives have a fitted effect of over 65% in size
Target sequence (P39748 whole entry, looked up): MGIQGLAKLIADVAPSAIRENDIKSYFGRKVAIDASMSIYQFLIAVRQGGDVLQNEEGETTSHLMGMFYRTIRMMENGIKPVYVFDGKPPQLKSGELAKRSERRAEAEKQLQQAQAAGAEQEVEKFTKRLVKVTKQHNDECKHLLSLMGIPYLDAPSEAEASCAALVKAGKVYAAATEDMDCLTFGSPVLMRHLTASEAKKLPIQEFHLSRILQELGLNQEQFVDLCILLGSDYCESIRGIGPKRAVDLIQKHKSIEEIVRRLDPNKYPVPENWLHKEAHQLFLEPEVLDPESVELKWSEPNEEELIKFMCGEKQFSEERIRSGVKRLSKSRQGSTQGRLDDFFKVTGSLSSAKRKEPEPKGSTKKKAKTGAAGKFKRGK
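Reaction started by adding substrate (50 nM final) to 10 nM enzyme after 15 min room-temperature compound preincubation. Reads at 0 and 15 min, with data normalized and fitted to a four-parameter Hill equation.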
An asterisk follows results filed as active; ? = inconclusive; / = no result given; [ ] = dose if it differs, or a comment. Calls come from the whole dose curve; as a rule, active = well fitted curve in the direction sought with a large enough effect; inconclusive = small, poorly fitted or top-dose-only effect, or another doubt; inactive = no such curve, though single readings can be large; an effect the other way counts as inactive or inconclusive. % is set by controls: 0 for no effect and ±100 for the full control effect; potency is the fitted concentration of half-maximal effect. These rows are one share of the data; the hit share may differ from the screen's.

SMILES | KAT2A inh | DT40 TDP1 CPT | FEN1 inhibitor
O=C(O)c1ccc(CCCc2ccccc2)cc1 | / | -2.7% | -1.3%
O=C(CSc1nc2ccccc2c(=O)n1-c1ccc(F)cc1)NC1CCS(=O)(=O)C1 (stereo not given) | -3.1% | -4.6% | 2.4%
COC(=O)c1ccc(NC(=O)c2nn(C)c3c2COc2ccccc2-3)cc1 | -10.8% | -14.1% | -0.6%
O=C(O)c1ccccc1C(=O)Nc1cc(-c2ccccc2)[nH]n1 | -4.2% | 12.5% | 7.4%
COc1ccccc1/C=C1\Oc2cc(OC(=O)N3CCOCC3)ccc2C1=O | 3.5% | 14.6µM* | -4.0%
CC(=O)c1cnc(Nc2ccccc2)s1 | -6.7% | -11.8% | -0.2%
CC(=O)c1cccc(N(CC(=O)N2CCCCC2)S(C)(=O)=O)c1 | ? | -2.2% | 0.0%
CC(=O)Nc1ccc(S(=O)(=O)NCCN2CCOCC2)cc1 | -2.0% | -0.2% | -15.1%
Nc1nc(CSC(=S)N2CCOCC2)nc(Nc2ccccc2)n1 | -2.9% | ? | 6.1%
O=C1Nc2cc(Cl)cnc2N2CCCC12 (stereo not given) | -5.3% | -12.6% | ?
COc1ccc(S(=O)(=O)N2CCOCC2)cc1NC(=O)CSc1ncccn1 | 1.4% | 2.3% | 1.6%
Cc1nc2nc(SCC(=O)NC3CCCCC3)nn2c(C)c1Cc1ccccc1Cl | -7.0% | ? | -16.7%
CN(C(=O)Cn1nnc(-c2ccccc2)n1)C1CCS(=O)(=O)C1 (stereo not given) | 0.5% | 4.3% | -5.1%
CCc1ccc(OCC(=O)NNC(=O)c2ccc(NC(=O)C3CC3)cc2)cc1 | -19.6% | -14.0% | 8.2%
OCCOCCn1c(-c2ccccc2)nc(=S)c2c1CCCC2 | -2.3% | -0.6% | 10.2%
CS/C(=C/[N+](=O)[O-])Nc1cccc2c1C(C)CC2(C)C (stereo not given) | -5.6% | 3.2% | -7.0%
COC(=O)c1ccc(C(c2c(N)n(Cc3ccccc3)c(=O)n(C)c2=O)N2CCOCC2)cc1 (stereo not given) | 17.6% | 3.5% | -6.9%
CC(C)c1nc(-c2ccc([N+](=O)[O-])cc2)cs1 | -3.7% | ? | -13.9%
CC(C)CCn1c(N2CCC(C(N)=O)CC2)nc2c1c(=O)[nH]c(=O)n2C | 0.7% | -16.0% | 3.7%
COc1ccc(-c2c(C#Cc3ccsc3)c3cc(-c4cccc5[nH]ccc45)ccc3n2C)cc1 | 0.4% | ? | -9.0%
C=CCOC(=O)/C=C/C(=O)NC(N)=O | -1.8% | 10.3µM* | ?
Cc1ccc(NC(=O)c2ccccc2)cc1 | 14.9% | -6.0% | 0.8%
CN(c1ccc(F)cc1)S(=O)(=O)c1ccc(Cl)c(C(=O)NCC(c2ccco2)N2CCCCC2)c1 (stereo not given) | -2.3% | 2.31µM* | -4.2%
CCc1ccc(NC(=O)N2CCN(c3nnc(C)c4c(C)n(-c5ccc(Cl)cc5)nc34)CC2)cc1 | 2.8% | ? | 0.5%
COc1ccc(NC(=O)CSc2nc3[nH]c(=O)cc(O)c3s2)c(OC)c1 | -12.0% | 1.7% | -7.1%
Cc1ccc(COC(=O)NCc2cccnc2)cc1 | 0.6% | -1.7% | -2.1%
COc1ccc(C(=O)NCCC2=CCCCC2)cc1OC | -27.5% | 4.0% | -2.4%
C(=N\n1cnnc1)/c1ccc(-c2ccccc2)cc1 | -0.7% | -11.2% | 43.3%[activator]
COC(=O)c1cc(CSC(=N)N)ccc1OCCC(C)C | 0.9% | ? | -2.2%
CCCNC(=O)C(Cc1ccc(C(F)(F)P(=O)(OCC)OCC)cc1)NC(=O)c1ccc(C#N)cc1 (stereo not given) | -1.8% | ? | -8.7%
O=[N+]([O-])c1ccc(Cc2cncc(O)c2)cc1 | -1.8% | -0.1% | 19.0%
Cc1ccnc2c(N3C(=O)C4C5C=CC(C5)C4C3=O)cccc12 (stereo not given) | -2.4% | -23.3% | 17.1%
COCCn1c(SCC(=O)c2[nH]c(C)c(C(C)=O)c2C)nc2ccccc21 | -0.8% | ? | 0.1%
O=C(c1ccc(F)cc1)N1CCCC(c2nc(-c3ccncc3)no2)C1 (stereo not given) | -20.3% | ? | -10.4%
N#Cc1ccccc1S(=O)(=O)N1CCN(C(=O)CN2CCCSc3ccccc32)CC1 | -12.4% | -2.4% | -0.3%
CC(C)(NC(=O)c1ccccc1)c1nc2ccccc2s1 | -12.7% | 4.2% | -6.0%
COc1cc(OC)nc(NC(=O)CSc2nc3ccccc3[nH]2)n1 | -15.2% | -0.6% | -3.4%
COc1ccc(CN2CCNC(=O)C2CC(=O)NCc2csc(C(C)C)n2)c(OC)c1 (stereo not given) | 2.9% | -1.8% | 2.6%
Cc1ccc(CNC(=O)CCc2ccccc2)cc1 | -2.2% | -7.6% | -2.7%
COc1ccc(CNc2cccnc2)c(OC)c1OC | / | -22.8% | -0.4%
N#Cc1c(N)nc2c(c1N)CC(COc1ccccc1)O2 (stereo not given) | -5.6% | -1.4% | -2.3%
COC(=O)CSc1nnc(CNC(=O)c2ccccc2F)n1-c1ccc(F)cc1 | -4.3% | 3.4% | 0.1%
Cc1cccc2c1N(CCCOc1ccc(C(C)(C)C)cc1)C(=O)C2=O | -9.3% | ? | -20.6%
CCSc1nc2nn(-c3ccccc3)c(=O)c-2c2n1CCCCC2 | -4.9% | ? | 2.2%
Cc1cc(C)n(CCC(=O)N2CCc3ccccc32)n1 | 1.3% | -4.7% | -5.6%
O=C(Nc1cccnc1)c1cccc(S(=O)(=O)N2CCCCC2)c1 | -3.6% | -1.3% | -6.1%
CCSC1=C(C#N)C(c2cccc(O)c2)CC(=O)N1 (stereo not given) | -1.2% | 8.4% | -4.0%
Cc1c(NC(=O)C(=O)/C=C(\O)c2ccc(Cl)cc2)c(=O)n(-c2ccccc2)n1C | -1.9% | 3.1% | -9.1%
Cc1ccc2c(c1)[C@H]1[C@H](CO2)[C@H](c2ccccc2)[C@]2(C)C(=O)Nc3cc(Cl)ccc3C(=O)N12 | -7.7% | ? | -10.7%
CN(C)c1ccc(/C=C2\C(=O)/C(=C\c3ccc(N(C)C)cc3)c3ccccc32)cc1 | / | ? | 4.2%
O=C1CC(N(CCc2ccccc2)C(=S)Nc2ccccc2)C(=O)N1c1ccccc1 (stereo not given) | -4.9% | ? | 15.7%
CC(=O)c1ccc(NC(=O)Cn2c(-n3nc(C)cc3C)nc(C)c(C)c2=O)cc1 | 1.4% | ? | 15.9%
CCOc1cc(C2CC(=O)Nc3cc4c(cc32)OCCO4)ccc1O (stereo not given) | 0.9% | 18.4µM* | 14.6%
CCOC(=O)C1=C(C)NC2=C(C(=O)C(C(=O)OC)C(C)C2)C1c1ccc(OC)c(O)c1 (stereo not given) | -8.6% | -1.7% | 3.2%
CC(C)N1CCc2c(sc(NC(=O)c3ccc(S(=O)(=O)N(C)CC4CCCO4)cc3)c2C(N)=O)C1 (stereo not given) | -35.8% | -24.5% | 14.3%
O=C(CSc1nnc(NC(=O)c2c(F)cccc2F)s1)NC1CC1 | -1.2% | 8.0% | -8.5%
CCOc1cc(C)c(Cl)cc1S(=O)(=O)NCCOC | 0.6% | -8.4% | 1.5%
Cc1cc(C)cc(-n2c(C)cc(C(=O)C(=O)Nc3nnc(C)s3)c2C)c1 | -4.9% | -23.4% | -13.5%
CC1(c2ccccc2)CC(C)(C)N(C(=O)c2cccc(Cl)c2)c2ccccc21 (stereo not given) | -11.4% | ? | -14.6%
COc1ccc(S(=O)(=O)Nc2cccc3c2O[C@H](CN(C)S(=O)(=O)c2ccc(F)cc2)[C@H](C)CN([C@H](C)CO)C3=O)cc1 | -6.0% | ? | 10.4%

Given with values under each structure: entries from further up
Fields: KAT2A inh | DT40 TDP1 CPT | FEN1 inhibitor
- Cc1ccc2c(c1)[C@H]1[C@H](CO2)[C@H](c2ccccc2)[C@]2(C)C(=O)Nc3cc(Cl)ccc3C(=O)N12
  -7.7% | ? | -10.7%
- CN(C)c1ccc(/C=C2\C(=O)/C(=C\c3ccc(N(C)C)cc3)c3ccccc32)cc1
  / | ? | 4.2%
- O=C1CC(N(CCc2ccccc2)C(=S)Nc2ccccc2)C(=O)N1c1ccccc1 (stereo not given)
  -4.9% | ? | 15.7%
- CC(=O)c1ccc(NC(=O)Cn2c(-n3nc(C)cc3C)nc(C)c(C)c2=O)cc1
  1.4% | ? | 15.9%
- CCOc1cc(C2CC(=O)Nc3cc4c(cc32)OCCO4)ccc1O (stereo not given)
  0.9% | 18.4µM* | 14.6%
- CCOC(=O)C1=C(C)NC2=C(C(=O)C(C(=O)OC)C(C)C2)C1c1ccc(OC)c(O)c1 (stereo not given)
  -8.6% | -1.7% | 3.2%
- CC(C)N1CCc2c(sc(NC(=O)c3ccc(S(=O)(=O)N(C)CC4CCCO4)cc3)c2C(N)=O)C1 (stereo not given)
  -35.8% | -24.5% | 14.3%
- O=C(CSc1nnc(NC(=O)c2c(F)cccc2F)s1)NC1CC1
  -1.2% | 8.0% | -8.5%
- CCOc1cc(C)c(Cl)cc1S(=O)(=O)NCCOC
  0.6% | -8.4% | 1.5%
- Cc1cc(C)cc(-n2c(C)cc(C(=O)C(=O)Nc3nnc(C)s3)c2C)c1
  -4.9% | -23.4% | -13.5%
- CC1(c2ccccc2)CC(C)(C)N(C(=O)c2cccc(Cl)c2)c2ccccc21 (stereo not given)
  -11.4% | ? | -14.6%
- COc1ccc(S(=O)(=O)Nc2cccc3c2O[C@H](CN(C)S(=O)(=O)c2ccc(F)cc2)[C@H](C)CN([C@H](C)CO)C3=O)cc1
  -6.0% | ? | 10.4%

The list goes on:
SMILES | KAT2A inh | DT40 TDP1 CPT | FEN1 inhibitor
COc1cccc(CN2CCN(Cc3ccc(C)o3)CC2CCO)c1 (stereo not given) | -5.4% | -20.4% | 0.5%
O=C(Cc1coc2ccc3ccccc3c12)NC1CCCc2ccccc21 (stereo not given) | -7.7% | ? | -5.1%
COc1cc(NC(=O)c2cccnc2SC)cc(OC)c1 | -9.6% | 0.0% | -1.3%
Cc1ccc(S(=O)(=O)N/N=C2/CC(c3ccccc3)Oc3ccccc32)cc1 (stereo not given) | -12.2% | ? | -2.5%
COC(=O)c1ccc(NC(=O)CN2CCCC2)cc1 | 0.4% | 0.3% | -0.9%
CC(C)N(C(=O)CSc1cn(CC(=O)N2CCCCCC2)c2ccccc12)C(C)C | -12.1% | ? | -20.3%
COc1ccccc1C(=O)NCC(=O)N1CCN(S(=O)(=O)c2ccc3c(c2)OCCO3)CC1 | -0.2% | 15.7% | 11.7%
COc1ccc(OC)c(CCNC(=O)c2cnn(-c3ccccc3)c2C2CCN(C(=O)OC(C)(C)C)CC2)c1 | 27.9% | 13µM* | -18.7%
COc1cc(OC)c(S(=O)(=O)Nc2ccccc2N2CCCCC2)cc1NC(C)=O | 0.3% | -2.0% | -6.1%
COc1cccc(/C(O)=C2\C(=O)C(=O)N(c3ccccn3)C2c2cccc(OC)c2OC)c1 (stereo not given) | -7.0% | -4.9% | -7.8%
Cc1cccc(N2CCN(C(=O)c3cc4c(=O)[nH]c5ccccc5c4n3C)CC2)c1C | / | 18.4µM* | 4.3%
CCOc1ccccc1OCC(=O)Nc1nnc(C)s1 | -6.4% | -5.4% | -6.3%
O=[N+]([O-])c1ccccc1/C=C1\C=Cc2ccccc21 | / | 7.6% | 9.2%
COc1ccc(S(=O)(=O)N2CCC3(CC2)CC(=O)c2ccccc2O3)cc1 | -3.3% | 4.8% | -1.5%
Cc1cc(O)ccc1Nc1nc(-c2cccs2)cs1 | -14.7% | -4.8% | -2.9%
CCc1cccc(C)c1NC(=O)c1cc(S(=O)(=O)N2CCN(c3ccccc3)CC2)ccc1F | 3.1% | 16.4µM* | -5.2%
O=C(c1ccc2ncsc2c1)N1CCCCC1 | -9.8% | 2.3% | -0.4%
COc1ccccc1CNC(=O)CSc1nc2ccccc2c(=O)n1CCCN1CCOCC1 | 2.2% | 5.1% | -10.6%
Cc1ccc(N2C(=O)CSC23C(=O)Nc2ccccc23)cc1F (stereo not given) | -4.0% | / | -5.5%
CCS(=O)(=O)N1CCC(C(=O)NCCCN2CCCCCC2)CC1 | -3.4% | 4.1% | -0.5%
ON=C1c2ccccc2-c2ccc(O)cc21 | / | ? | -24.2%
COC(=O)c1ccc(COc2ccc(F)cc2)o1 | 1.9% | 0.8% | 17.7%
CCCCCCCCCCCCCC(=O)OCC(COP(=O)([O-])OCC[N+](C)(C)C)OC(=O)CCCCCCCCCCCCC (stereo not given) | -5.6% | 4.7% | /
CCOCCc1nnc(NC(=O)COC)s1 | -0.5% | 12.6% | 2.2%
CN(C)Cc1ccccc1C(O)(c1ccccc1)c1ccccc1 | -3.1% | 29.1µM* | -4.5%
CC(C)(C)[C@@H]1C=C(C(=O)Nc2ccccc2)O[C@H](OCc2ccc(CO)cc2)C1 | -5.1% | 23.1µM* | -19.0%
COC(=O)c1ccc(C(=O)OC)c(NC(=S)N2CCC(C(N)=O)CC2)c1 | 12.5% | -5.5% | -4.4%
